PAFAH1B2 FP inh: blocks human PAF acetylhydrolase 1b catalytic subunit 2. AID 492953. inhibition, % at 3.39 µM. recombinant PAFAH1B2, FP-rhodamine activity probe, fluorescence polarization. 340,000 tested, 1.2% active. P68402;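 active = inhibition above the mean of all tested compounds plus 3 SD, cut at about 24% in these data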;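 note: 0% = enzyme with DMSO and 100% = wells lacking PAFAH1B2; many of its hits are not listed in these tables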
pPAFAH FP inh: inhibitors of human plasma PAF acetylhydrolase (pPAFAH) | 330,000 tested, 1.5% active | AID 463082 | recombinant pPAFAH, FP-rhodamine probe fluorescence polarization | inhibition, % at 3.39 µM | Q13093;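 active = inhibition above the mean inhibition across the screen plus 3 SD, cut at about 25% in these data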;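 note: inhibitors block binding of the rhodamine activity-based probe so polarization drops; 0% = enzyme with DMSO and 100% = wells lacking pPAFAH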
Target sequence (Q13093 whole entry, looked up): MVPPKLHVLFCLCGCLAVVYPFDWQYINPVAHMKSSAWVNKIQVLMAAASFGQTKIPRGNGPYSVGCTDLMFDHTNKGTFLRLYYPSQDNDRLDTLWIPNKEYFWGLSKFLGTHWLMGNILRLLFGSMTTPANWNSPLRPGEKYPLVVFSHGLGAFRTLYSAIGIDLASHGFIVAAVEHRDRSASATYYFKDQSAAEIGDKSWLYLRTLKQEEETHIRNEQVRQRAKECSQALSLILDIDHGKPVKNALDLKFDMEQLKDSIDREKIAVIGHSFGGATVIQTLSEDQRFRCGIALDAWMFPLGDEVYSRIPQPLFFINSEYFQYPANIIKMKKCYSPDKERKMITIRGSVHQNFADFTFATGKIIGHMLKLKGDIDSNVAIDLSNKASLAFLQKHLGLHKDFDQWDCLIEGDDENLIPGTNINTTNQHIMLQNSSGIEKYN
LYPLA1 inh: blocks human lysophospholipase 1, a PME1 counter-screen; O75608; recombinant LYPLA1, FP-Rh probe fluorescence polarization; inhibition, % at 5.9 µM; 320,000 tested, 0.16% active; AID 2174;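 active = inhibition above the mean of all tested compounds plus 3 SD, set per campaign, cut at about 14% in these data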;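 note: inhibitors block serine hydrolase probe labeling of LYPLA1 so polarization falls; 0% = enzyme with DMSO and 100% = wells lacking LYPLA1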
PAFAH2 FP inh: inhibitors of human PAFAH2 | inhibition, % at 3.39 µM | 340,000 tested, 0.99% active | AID 492956 | Q99487 | recombinant PAFAH2, FP-rhodamine activity probe, fluorescence polarization;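 active = inhibition above the mean over all tested compounds plus 3 SD, cut at about 30% in these data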;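 note: inhibitors block probe labeling of enzyme so polarization drops; 0% = enzyme with DMSO and 100% = wells lacking PAFAH2 protein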
LYPLA2 inh: LYPLA2 (human) inhibition in PME1 counter-screen; O95372; recombinant LYPLA2, FP-Rh probe fluorescence polarization; inhibition, % at 5.9 µM; 320,000 tested, 0.38% active; AID 2177;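 active = inhibition above the screen-wide mean plus 3 SD, limit set per campaign, cut at about 26% in these data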;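 note: 0% = LYPLA2 with DMSO and 100% = wells lacking LYPLA2 enzyme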
GSTO1 inh: counter-screen for RBBP9 inhibitors: inhibitors of human GSTO1 | P78417 | recombinant GSTO1, activity-based probe fluorescence polarization | inhibition, % at 5.96 µM | 300,000 tested, 1.1% active | AID 1974;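 active = inhibition above the campaign mean inhibition plus 3 SD, cut at about 35% in these data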;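 note: 0% = GSTO1-1 with DMSO and 100% = wells lacking GSTO1-1 enzyme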
Target sequence (P78417 whole entry, looked up): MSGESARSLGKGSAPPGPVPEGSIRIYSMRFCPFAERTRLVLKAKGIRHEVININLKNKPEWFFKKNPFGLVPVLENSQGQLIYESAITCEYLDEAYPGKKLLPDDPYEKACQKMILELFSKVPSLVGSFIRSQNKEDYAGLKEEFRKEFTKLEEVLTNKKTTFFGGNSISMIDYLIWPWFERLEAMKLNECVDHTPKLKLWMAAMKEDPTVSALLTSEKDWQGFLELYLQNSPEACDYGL
PAD4 inh: inhibitors of human PAD4. AID 485272. 330,000 tested, 0.41% active. inhibition, % at 6.36 µM. Q9UM07. recombinant PAD4, RCA probe fluorescence polarization;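 active = percent inhibition above a cutoff equal to the mean of all tested compounds plus 3 SD, cut at about 15% in these data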;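 note: 0% = PAD4 with RCA probe and DMSO and 100% = probe without PAD4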
PAFAH1B3 inh: inhibitors of human PAFAH1B3. recombinant PAFAH1B3, FP-rhodamine probe, fluorescence polarization. 340,000 tested, 0.28% active. inhibition, % at 3.39 µM;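 active = inhibition above the screen-wide average of all tested compounds plus 3 SD, cut at about 25% in these data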;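 note: 0% = enzyme with DMSO only and 100% = wells lacking PAFAH1B3 protein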
PME-1 inh: blocks human protein phosphatase methylesterase 1; Q9Y570; recombinant PME-1, FP-Rh probe fluorescence polarization; inhibition, % at 5.9 µM; 320,000 tested, 0.53% active; AID 2130;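 active = inhibition above the campaign mean of all compounds plus 3 SD, cut at about 26% in these data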;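 note: competitive labeling of PME-1 active site by serine hydrolase directed probe; 0% = PME-1 with DMSO and 100% = wells lacking PME-1 enzyme; inhibitors block probe labeling so polarization falls and inhibition rises; many of its hits are not listed in these tables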
Target sequence (Q9Y570 whole entry, looked up): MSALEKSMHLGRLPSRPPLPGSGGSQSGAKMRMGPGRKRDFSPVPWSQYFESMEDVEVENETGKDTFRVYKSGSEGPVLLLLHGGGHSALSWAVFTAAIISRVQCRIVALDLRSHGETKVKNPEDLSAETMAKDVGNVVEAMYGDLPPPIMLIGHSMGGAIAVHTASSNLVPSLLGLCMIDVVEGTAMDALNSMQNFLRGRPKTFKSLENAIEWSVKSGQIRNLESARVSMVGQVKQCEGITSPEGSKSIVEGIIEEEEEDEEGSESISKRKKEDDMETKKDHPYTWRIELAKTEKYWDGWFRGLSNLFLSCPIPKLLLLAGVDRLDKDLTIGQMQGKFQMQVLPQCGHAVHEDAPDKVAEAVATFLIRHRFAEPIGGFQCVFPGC
The depositor's hits bear a star. Some of the compounds tested, so the mix of outcomes need not match the whole.

Screening CCN(Cc1ccccc1)C(=O)Cn1c(C(C)O)nc2ccccc21 (configuration not stated) returned PAFAH1B2 FP inh 5, pPAFAH FP inh 2, LYPLA1 inh 0, PAFAH2 FP inh 5, LYPLA2 inh 3, GSTO1 inh 5, PAD4 inh 2, PAFAH1B3 inh 11 and PME-1 inh 2.
Screening COc1ccc(C(CC(=O)O)NC(=O)OC(C)(C)C)cc1 (configuration not stated) returned PAFAH1B2 FP inh 4, pPAFAH FP inh 6, LYPLA1 inh 0, PAFAH2 FP inh -1, LYPLA2 inh -3, GSTO1 inh -6, PAD4 inh -1, PAFAH1B3 inh 11 and PME-1 inh 3.
For COc1ccccc1CNC(=O)C(NS(=O)(=O)c1ccc2c(c1)oc(=O)n2C)C(C)C (configuration not stated) the results were PAFAH1B2 FP inh -6, pPAFAH FP inh 1, LYPLA1 inh 1, PAFAH2 FP inh 4, LYPLA2 inh 3, GSTO1 inh 2, PAD4 inh 4, PAFAH1B3 inh 0 and PME-1 inh -2.
`CC(C)(C)CN1C(=O)C(=O)NC[C@H]1Cc1cccc2ccccc12` gave PAFAH1B2 FP inh 1, pPAFAH FP inh 4, LYPLA1 inh -1, PAFAH2 FP inh 8, LYPLA2 inh -1, GSTO1 inh -3, PAD4 inh -1, PAFAH1B3 inh 2 and PME-1 inh 3.
For CN(CC(=O)Nc1ccc(OC(F)(F)F)cc1)C(=O)Cn1c(=O)cnc2ccccc21 the results were PAFAH1B2 FP inh 3, pPAFAH FP inh 2, LYPLA1 inh -2, PAFAH2 FP inh -2, LYPLA2 inh 2, PAD4 inh 0, PAFAH1B3 inh 1 and PME-1 inh 6.
CC(NC(=O)c1cc(COc2c(F)cccc2F)on1)c1cnn(-c2ccccc2)c1 (configuration not stated) was read as PAFAH1B2 FP inh 7, pPAFAH FP inh -1, LYPLA1 inh -5, PAFAH2 FP inh -1, LYPLA2 inh 1, GSTO1 inh 5, PAD4 inh 5, PAFAH1B3 inh 5 and PME-1 inh -3.
For COC(=O)c1ccc(NC(=O)C2CCCN(S(C)(=O)=O)C2)cc1 (configuration not stated) the results were PAFAH1B2 FP inh -5, pPAFAH FP inh 5, LYPLA1 inh 3, PAFAH2 FP inh -4, LYPLA2 inh 4, GSTO1 inh 8, PAD4 inh -5, PAFAH1B3 inh 2 and PME-1 inh 0.
For C/C(O)=C\c1nc(=O)c2c(C)cc(C)nc2n1-c1ccccc1 the results were PAFAH1B2 FP inh -2, pPAFAH FP inh 4, LYPLA1 inh 1, PAFAH2 FP inh -2, LYPLA2 inh 4, GSTO1 inh 5, PAD4 inh 1, PAFAH1B3 inh -5 and PME-1 inh 1.
Screening O=C(NC(=S)NCCC1=CCCCC1)c1ccco1 returned PAFAH1B2 FP inh 6, pPAFAH FP inh 9, LYPLA1 inh 2, PAFAH2 FP inh 6, LYPLA2 inh 3, GSTO1 inh -3, PAD4 inh -6, PAFAH1B3 inh 2 and PME-1 inh 3.
`COc1ccc(C(=O)N/N=C\c2coc3ccc(C)cc3c2=O)cc1` gave PAFAH1B2 FP inh -5, pPAFAH FP inh 7, LYPLA1 inh 0, PAFAH2 FP inh 4, LYPLA2 inh 1, GSTO1 inh 10, PAD4 inh 4, PAFAH1B3 inh 1 and PME-1 inh 10.
COc1ccc(S(=O)(=O)N2CCN(c3ccccc3OC)CC2)cc1OC was read as PAFAH1B2 FP inh 0, pPAFAH FP inh -1, LYPLA1 inh 0, PAFAH2 FP inh 5, LYPLA2 inh -2, GSTO1 inh 0, PAD4 inh 3, PAFAH1B3 inh 4 and PME-1 inh 1.
For COc1ccc(-c2cc(C(=O)N3CCN(c4ccccc4O)CC3)c3ccccc3n2)cc1 the results were PAFAH1B2 FP inh 7, pPAFAH FP inh -1, LYPLA1 inh -6, PAFAH2 FP inh 14, LYPLA2 inh -3, PAD4 inh -2, PAFAH1B3 inh 8 and PME-1 inh -1.
For COc1ccc(N2CCN(CC(=O)NC(=O)NCc3ccccc3)CC2)cc1 the results were PAFAH1B2 FP inh -2, pPAFAH FP inh 3, LYPLA1 inh 3, PAFAH2 FP inh 3, LYPLA2 inh 5, PAD4 inh 2, PAFAH1B3 inh 0 and PME-1 inh 1.
NC(=O)C1(N2CCCCC2)CCN(C(=O)CSc2nc3ccccc3[nH]2)CC1 was read as PAFAH1B2 FP inh 2, pPAFAH FP inh -5, LYPLA1 inh -4, PAFAH2 FP inh 1, LYPLA2 inh -6, GSTO1 inh 26, PAD4 inh -4, PAFAH1B3 inh -3 and PME-1 inh 0.
Screening COC12NC(=O)N(C)C1(OC)C(=O)N(C)C(=O)N2C (configuration not stated) returned PAFAH1B2 FP inh 3, pPAFAH FP inh 3, LYPLA1 inh -2, PAFAH2 FP inh 4, LYPLA2 inh 1, GSTO1 inh 8, PAD4 inh -4, PAFAH1B3 inh -4 and PME-1 inh 4.
For Cc1sc2nc(SCC(=O)NCCO)n(C)c(=O)c2c1C the results were PAFAH1B2 FP inh 1, pPAFAH FP inh 4, LYPLA1 inh -2, PAFAH2 FP inh -6, LYPLA2 inh 1, GSTO1 inh 0, PAD4 inh -5, PAFAH1B3 inh 4 and PME-1 inh 1.
`O=C(c1cccs1)N1CCN(Cc2nc3ccccc3c(=O)[nH]2)CC1` gave PAFAH1B2 FP inh 2, pPAFAH FP inh 0, LYPLA1 inh 6, PAFAH2 FP inh 3, LYPLA2 inh 8, GSTO1 inh 2, PAD4 inh 1, PAFAH1B3 inh 7 and PME-1 inh 2.
Screening O=S(=O)(c1ccc(Cl)cc1)N1CCC(O)(CN2CCN(Cc3ccccc3)CC2)CC1 returned PAFAH1B2 FP inh 20, pPAFAH FP inh 1, LYPLA1 inh -3, PAFAH2 FP inh 3, LYPLA2 inh -4, GSTO1 inh 7, PAD4 inh -5, PAFAH1B3 inh 13 and PME-1 inh -7.
`O=c1cc(CNC2CCCCC2)c2ccccc2[nH]1` gave PAFAH1B2 FP inh 11, pPAFAH FP inh -1, LYPLA1 inh -3, PAFAH2 FP inh -2, LYPLA2 inh 1, GSTO1 inh -4, PAD4 inh -3, PAFAH1B3 inh 7 and PME-1 inh 5.
O=c1c2ccccc2cnn1Cc1n[nH]c(=S)n1-c1ccc(F)c(Cl)c1 was read as PAFAH1B2 FP inh 6, pPAFAH FP inh -1, LYPLA1 inh 2, PAFAH2 FP inh 0, LYPLA2 inh -3, GSTO1 inh -1, PAD4 inh -9, PAFAH1B3 inh -5 and PME-1 inh -1.
Screening C/C(CC(O)(/C=N/O)c1ccccc1)=N\O (configuration not stated) returned PAFAH1B2 FP inh -3, pPAFAH FP inh 3, LYPLA1 inh 3, PAFAH2 FP inh 1, LYPLA2 inh 0, GSTO1 inh -1, PAD4 inh -1, PAFAH1B3 inh -8 and PME-1 inh 6.
O=C(N/N=C/c1ccoc1)c1ccccc1 was read as PAFAH1B2 FP inh 0, pPAFAH FP inh 2, LYPLA1 inh -5, PAFAH2 FP inh -6, LYPLA2 inh 2, GSTO1 inh 15, PAD4 inh -2, PAFAH1B3 inh 4 and PME-1 inh -6.
For CC(C)CNC(=O)c1ccccc1NC(=O)c1ccc(CN2CCOCC2)cc1 the results were PAFAH1B2 FP inh -2, pPAFAH FP inh 0, LYPLA1 inh 3, PAFAH2 FP inh 6, LYPLA2 inh 4, GSTO1 inh 5, PAD4 inh -4, PAFAH1B3 inh 2 and PME-1 inh 4.
COc1ccc(C(CC(=O)Nc2cc(OC)cc(OC)c2)n2cccc2)cc1 (configuration not stated) was read as PAFAH1B2 FP inh 2, pPAFAH FP inh 0, LYPLA1 inh -9, PAFAH2 FP inh -4, LYPLA2 inh -7, GSTO1 inh 1, PAD4 inh -2, PAFAH1B3 inh 5 and PME-1 inh -6.
For CCOc1ccccc1C(=O)NC1CCN(Cc2ccccc2)CC1 the results were PAFAH1B2 FP inh 9, pPAFAH FP inh -3, LYPLA1 inh -1, PAFAH2 FP inh 0, LYPLA2 inh -14, GSTO1 inh 5, PAD4 inh -3, PAFAH1B3 inh 4 and PME-1 inh 1.
`O=C(c1sc2ccccc2c1Cl)N1CCN(CCc2ccccn2)CC1` gave PAFAH1B2 FP inh 5, pPAFAH FP inh 4, LYPLA1 inh -3, PAFAH2 FP inh -2, LYPLA2 inh -2, GSTO1 inh 3, PAD4 inh 0, PAFAH1B3 inh 6 and PME-1 inh 13.
Screening CCc1nc(SCC(=O)Nc2ccccc2)c2c(=O)n(C)c(=O)n(C)c2n1 returned PAFAH1B2 FP inh 2, pPAFAH FP inh 3, LYPLA1 inh 6, PAFAH2 FP inh -8, LYPLA2 inh 10, GSTO1 inh 2, PAD4 inh -1, PAFAH1B3 inh 11 and PME-1 inh 1.
For CCOC(=O)c1[nH]nc(C(=O)c2ccc(Br)cc2)c1O the results were PAFAH1B2 FP inh 8, pPAFAH FP inh 1, LYPLA1 inh -2, PAFAH2 FP inh 6, LYPLA2 inh -2, GSTO1 inh 0, PAD4 inh 0, PAFAH1B3 inh 2 and PME-1 inh 7.
Cc1cccc(N2CCN(CCCNC(=O)C3CCCN(c4ncnc5c4nc4n5CCCCC4)C3)CC2C)c1 (configuration not stated) was read as PAFAH1B2 FP inh 0, pPAFAH FP inh -6, LYPLA1 inh 2, PAFAH2 FP inh 5, LYPLA2 inh -5, GSTO1 inh -1, PAD4 inh 1, PAFAH1B3 inh -3 and PME-1 inh -6.
Screening CC(=O)c1c(C)[nH]c(C(=O)COC(=O)CCSc2ccccc2)c1C returned PAFAH1B2 FP inh 15, pPAFAH FP inh 21, LYPLA1 inh -4, PAFAH2 FP inh 7, LYPLA2 inh -3, GSTO1 inh -4, PAD4 inh 1, PAFAH1B3 inh 1 and PME-1 inh 6.
CCCCCC1CC(CC#CCN2CCOCC2)C(=O)O1 (configuration not stated) was read as PAFAH1B2 FP inh 2, pPAFAH FP inh 4, LYPLA1 inh 3, PAFAH2 FP inh 5, LYPLA2 inh 4, GSTO1 inh -1, PAD4 inh 3, PAFAH1B3 inh 3 and PME-1 inh -8.
For CCc1ccc(S(=O)(=O)N2CCN(C(=O)c3cccnc3)CC2)cc1 the results were PAFAH1B2 FP inh -3, pPAFAH FP inh 3, LYPLA1 inh 3, PAFAH2 FP inh 3, LYPLA2 inh 1, GSTO1 inh 0, PAD4 inh -3, PAFAH1B3 inh -3 and PME-1 inh 3.

3 entries out of the list, sorted by count of non-hydrogen atoms, high to low:
Screening CC(=O)c1c(C)[nH]c(C(=O)COC(=O)CCSc2ccccc2)c1C returned PAFAH1B2 FP inh 15, pPAFAH FP inh 21, LYPLA1 inh -4, PAFAH2 FP inh 7, LYPLA2 inh -3, GSTO1 inh -4, PAD4 inh 1, PAFAH1B3 inh 1 and PME-1 inh 6.
CCCCCC1CC(CC#CCN2CCOCC2)C(=O)O1 (configuration not stated) was read as PAFAH1B2 FP inh 2, pPAFAH FP inh 4, LYPLA1 inh 3, PAFAH2 FP inh 5, LYPLA2 inh 4, GSTO1 inh -1, PAD4 inh 3, PAFAH1B3 inh 3 and PME-1 inh -8.
For CCOC(=O)c1[nH]nc(C(=O)c2ccc(Br)cc2)c1O the results were PAFAH1B2 FP inh 8, pPAFAH FP inh 1, LYPLA1 inh -2, PAFAH2 FP inh 6, LYPLA2 inh -2, GSTO1 inh 0, PAD4 inh 0, PAFAH1B3 inh 2 and PME-1 inh 7.
